# Source: PubChem BioAssay
# mcGAS inh: mouse cGAS inhibition by luminescence | recombinant cGAS, Kinase-Glo ATP depletion luminescence | hit rate 0.15% among 160,000 | Q8C6L5 | inhibition, % at 12.5 µM;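 note: 0% = negative control wells and 100% = reference inhibitor with no enzyme activity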
# hcGAS inh: inhibitors of human cGAS; Q8N884; recombinant h-cGAS, ATP depletion, Kinase-Glo luminescence; inhibition, % at 12.5 µM; hit rate 0.081% among 290,000;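 note: 0% = vehicle reaction and 100% = reaction without DNA for no activity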
# Target sequence (Q8N884 whole entry, looked up): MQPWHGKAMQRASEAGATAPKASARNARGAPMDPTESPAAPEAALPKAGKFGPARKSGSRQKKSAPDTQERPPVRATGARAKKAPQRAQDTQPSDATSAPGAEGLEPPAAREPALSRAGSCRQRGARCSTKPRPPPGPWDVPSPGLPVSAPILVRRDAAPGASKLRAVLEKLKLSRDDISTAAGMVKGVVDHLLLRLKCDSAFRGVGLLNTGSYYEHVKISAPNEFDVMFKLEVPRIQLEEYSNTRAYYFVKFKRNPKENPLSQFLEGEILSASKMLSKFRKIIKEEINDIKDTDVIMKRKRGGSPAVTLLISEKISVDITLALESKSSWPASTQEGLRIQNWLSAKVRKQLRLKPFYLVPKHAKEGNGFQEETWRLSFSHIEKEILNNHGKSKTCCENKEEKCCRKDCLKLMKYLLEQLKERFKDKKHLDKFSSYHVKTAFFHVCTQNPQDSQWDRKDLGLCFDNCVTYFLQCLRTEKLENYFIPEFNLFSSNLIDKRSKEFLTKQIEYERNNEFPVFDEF
# NPYLR7 agonist: activates Aedes aegypti NPYLR7 receptor; activation, % at 10 µM; hit rate 0.15% among 270,000; HEK293T NPYLR7/Galpha15, GCaMP6s calcium fluorescence; in the data active = activation above about 40%;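 note: 0% = vehicle and 100% = reference agonist at the receptor; some compounds past the cut are filed as inactive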
# Numbers without * were called inactive; · = no result given; & = joins results of further samples. Cut-off read from the data, not from the text of the source, unless noted: active = inhibition above about 40%; inactive = the rest.
SMILES,mcGAS inh,hcGAS inh,NPYLR7 agonist
CCCCc1cnc2c(c1SCc1ccc(C(=O)OC)o1)c(=O)n(C)c(=O)n2C,-7,-7,2
CC1(C)O[C@@H]2C[C@H]3[C@@H]4C[C@H](F)C5=CC(=O)CC[C@]5(C)[C@H]4[C@@H](O)C[C@]3(C)[C@]2(C(=O)CO)O1,-1,-4,-2
COc1cc(CNc2ccc3ncc(-c4ccc5[nH]ccc5c4)n3n2)cc(OC)c1OC,·,-5,2
CCS(=O)(=O)c1cccc(C(=O)N(CCN(C)C)c2nc3c(F)cc(F)cc3s2)c1,-4,0,-1
CC(=O)Nc1ccc(F)c(NCc2ncc(-c3ccc(Cl)cc3)o2)c1,·,-4,-4
O=[N+]([O-])c1c(N2CCc3ccccc3C2)n[nH]c1-c1nnco1,·,0,5
COc1ccc(-c2cnc(-c3ccc(CNC(=O)c4c(C(C)C)cc(C(C)C)cc4C(C)C)cc3)[nH]2)cc1,-6,-6,3
CN(C)c1nc2c(c(=O)n(C)c(=O)n2C)n1CCSc1nc2ccccc2s1,·,-8,19
O=C(CSc1nc2ccccc2[nH]1)N/N=C\c1cc(Br)ccc1O,-5,-4,7
COCCCN(CC(=O)N(CCc1ccc(OC)c(OC)c1)Cc1sccc1C)S(=O)(=O)c1ccc(Cl)cc1,1,-4,-11
Cc1oc(-c2cccc(C(F)(F)F)c2)nc1CN1CCS(=O)(=O)CC1,-13,-8,-3
Cc1cc([N+](=O)[O-])cc[n+]1[O-],-5,-8,2
CCc1noc(C)c1C(=O)N1CCC(CCC(=O)Nc2ccc(F)c(Cl)c2)CC1,·,-8,24
Cc1cc(C)c(C#N)c(SC(C)C(=O)Nc2cccc(S(=O)(=O)N(C)C)c2)n1 (stereo not given),-9,-1,14
COCCNC(=O)C1(C)CCCN(Cc2ccc(OC)cc2)C1 (stereo not given),-2,-1,8
O=C(Nc1c[nH]c2ccccc12)N1CCCC1,-11,-9,1
COc1ccc2nc(C)cc(SCC(NC(C)=O)C(=O)OC(C)C)c2c1 (stereo not given),-1,5,5
COC(=O)COC1C[C@](OCc2ccc(F)cc2)(C(=O)NCC2CCCO2)C[C@H]2OC(C)(C)O[C@@H]12 (stereo not given in full),-4,-9,2
Cc1ccc(CN2CCN(c3nc4c(c(=O)[nH]c(=O)n4C)n3Cc3cc(C)ccc3C)CC2)cc1,·,-6,0
COCCCN1COc2ccc3c(c2C1)O/C(=C\c1ccccc1)C3=O,-7,-2,30
Cc1oc(-c2ccc(F)cc2F)nc1CN(C)Cc1ccccc1C(F)(F)F,·,-5,7
CC1Cc2nc(SCC(=O)Nc3cccc4ccccc34)n(C)c(=O)c2S1 (stereo not given),·,-10,0
O=C(c1cnn2ccccc12)N1CCCC(CCc2cccc(C(F)(F)F)c2)C1 (stereo not given),-8,-2,0
Cc1csc(C(C)N(C)C(=O)CN(C)C2CCNCC2)n1 (stereo not given),-6,-10,·
Cc1nc(S(=O)(=O)N2CCCCC2c2cccc(F)c2)cn1C (stereo not given),-9,-6,-4
O=C(Nc1nccs1)c1c[nH]c2c(C(F)(F)F)cccc2c1=O,-3,-9,5
Fc1ccc(CN(Cc2ccncc2)Cc2cccc3c2OCO3)cc1,-14,-5,4
Cc1nc(NCCNC(=O)c2ccc(F)cc2Cl)cc(N2CCCC2)n1,·,-4,0
Cc1nc(-c2ccc(Cl)cc2)nc(N2CCN(C(=O)c3cccc([N+](=O)[O-])c3)CC2)c1Cc1ccccc1,-6,-6,8
Cc1cccc(=O)n1CCCNc1nc(N(C)C)nc2c1CCNC2,·,-6,16

# Complete entries, looked up by structure. Order of values: mcGAS inh | hcGAS inh | NPYLR7 agonist
# Entry for `Cc1ccc(CN2CCN(c3nc4c(c(=O)[nH]c(=O)n4C)n3Cc3cc(C)ccc3C)CC2)cc1` = · | -6 | 0
# Entry for `COc1ccc2nc(C)cc(SCC(NC(C)=O)C(=O)OC(C)C)c2c1` (stereo not given) = -1 | 5 | 5

# (list continues)
SMILES,mcGAS inh,hcGAS inh,NPYLR7 agonist
CCCOc1nn(CCC)cc1C(=O)N1CCCCC1,2,4,-9
CCOC(=O)NC(=O)COC(=O)CC12CC3CC(CC(C3)C1)C2,·,-6,2
CN(Cc1ccccc1)Cn1nc(-c2ccncc2)n(-c2ccc(F)cc2)c1=S,-5,-2,8
Cc1ccc(Cc2nsc(N(CCC(=O)N3CC(C)OC(C)C3)Cc3ccco3)n2)cc1 (stereo not given),-6,-9,23
CCOc1ccccc1CNC(=O)c1cc(N2CCc3ccccc3C2)nc2ccccc12,-6,-3,4
CCOc1ccc(NC(=O)N2CCN(c3nc(C)nc(C)c3Cc3cccc(C(F)(F)F)c3)CC2)cc1,-5,-11,-1
Cc1cc(=O)c(C(=O)NC(C)C2CC2)nn1-c1ccccc1Cl (stereo not given),·,1,-9
CCOC(=O)C1CCN(C(=O)c2cc(C)n3nc(-c4ccccc4)cc3n2)CC1,-6,-4,13
Cc1noc(C)c1CNc1ccc(C(C)C)cc1C(C)C,0,3,-2
CC(C)c1ccc(C2=NC(C)(CC(=O)N(C)CCN(C)C)ON2C)cc1 (stereo not given),·,-6,8
Cc1ccc(-c2ccnc(N3CCc4nnc(C(C)C)n4CC3)n2)c(C)n1,·,-4,4
CC(N(C)C)C12CC3CC(CC(C3)C1)C2 (stereo not given),·,-4,-6
Cc1nn(-c2ccccc2)c(C)c1C1C(=O)NCCN1C(=O)C1CCCC1 (stereo not given),·,1,-7
CC1CN(c2cc(Cl)nc(SCC(=O)NC(Cc3ccccc3)c3ccccc3)n2)CCN1C(=O)c1ccccc1F (stereo not given),-4,-3,1
Cc1cc(CNCc2ccc(CN(C)C)cc2)c(C)n1CC(C)C,·,-8,-2
COCC(=O)Nc1ccc(N(C)C)c(CN(Cc2cccc(F)c2)C(=O)C2CC2)c1,-4,-1,0
CS(=O)c1ccccc1C(=O)OCc1c(Cl)cccc1Cl (stereo not given),-12,-3,25
COC(=O)c1csc(NC(=O)N(C)C(C)c2ccco2)c1 (stereo not given),·,-7,2
COc1cccc(C(=O)NC2CCN(c3ccccc3C(=O)NCc3cccnc3)CC2)c1,-6,-6,23
COc1cc(NC(=O)N2CCCCCC2)cc(OC)c1,·,-17,1
CC(C)CNC(=O)[C@@]1(OCc2ccc(F)cc2)CC(OCc2ccc(C(F)(F)F)cc2)[C@H](O)[C@H](O)C1 (stereo not given in full),-4,-6,4
COc1ccc(C2=NN(C(C)=O)C(c3cccc(OC)c3)C2)cc1 (stereo not given),-5,-7,-9
CC[C@H]1CN2CCc3cc(OC)c(OC)cc3[C@@H]2C[C@@H]1C[C@H]1NCCc2cc(OC)c(OC)cc21,-4,-2&-3,5&-5
CNc1nc2cnc(Nc3ccc(Oc4ccccc4)cc3)cc2n1CCOC,-5,-6,6
Cc1ccccc1C1CN(C(=O)c2ccc(Cl)cc2)CC1C(=O)N1CCOCC1 (stereo not given),·,-11,8
N#Cc1nc(COc2ccc(F)cc2)oc1NCCCn1ccnc1,·,-2,-1
CCOC(=O)c1cnc(SC)nc1N,·,-2,-4

# Molecules listed so far that contain sulfur, in the order listed:
SMILES,mcGAS inh,hcGAS inh,NPYLR7 agonist
CCCCc1cnc2c(c1SCc1ccc(C(=O)OC)o1)c(=O)n(C)c(=O)n2C,-7,-7,2
CCS(=O)(=O)c1cccc(C(=O)N(CCN(C)C)c2nc3c(F)cc(F)cc3s2)c1,-4,0,-1
CN(C)c1nc2c(c(=O)n(C)c(=O)n2C)n1CCSc1nc2ccccc2s1,·,-8,19
O=C(CSc1nc2ccccc2[nH]1)N/N=C\c1cc(Br)ccc1O,-5,-4,7
COCCCN(CC(=O)N(CCc1ccc(OC)c(OC)c1)Cc1sccc1C)S(=O)(=O)c1ccc(Cl)cc1,1,-4,-11
Cc1oc(-c2cccc(C(F)(F)F)c2)nc1CN1CCS(=O)(=O)CC1,-13,-8,-3
Cc1cc(C)c(C#N)c(SC(C)C(=O)Nc2cccc(S(=O)(=O)N(C)C)c2)n1 (stereo not given),-9,-1,14
COc1ccc2nc(C)cc(SCC(NC(C)=O)C(=O)OC(C)C)c2c1 (stereo not given),-1,5,5
CC1Cc2nc(SCC(=O)Nc3cccc4ccccc34)n(C)c(=O)c2S1 (stereo not given),·,-10,0
Cc1csc(C(C)N(C)C(=O)CN(C)C2CCNCC2)n1 (stereo not given),-6,-10,·
Cc1nc(S(=O)(=O)N2CCCCC2c2cccc(F)c2)cn1C (stereo not given),-9,-6,-4
O=C(Nc1nccs1)c1c[nH]c2c(C(F)(F)F)cccc2c1=O,-3,-9,5
CN(Cc1ccccc1)Cn1nc(-c2ccncc2)n(-c2ccc(F)cc2)c1=S,-5,-2,8
Cc1ccc(Cc2nsc(N(CCC(=O)N3CC(C)OC(C)C3)Cc3ccco3)n2)cc1 (stereo not given),-6,-9,23
CC1CN(c2cc(Cl)nc(SCC(=O)NC(Cc3ccccc3)c3ccccc3)n2)CCN1C(=O)c1ccccc1F (stereo not given),-4,-3,1
CS(=O)c1ccccc1C(=O)OCc1c(Cl)cccc1Cl (stereo not given),-12,-3,25
COC(=O)c1csc(NC(=O)N(C)C(C)c2ccco2)c1 (stereo not given),·,-7,2
CCOC(=O)c1cnc(SC)nc1N,·,-2,-4

# Not a hit list; 0.26% or so of the library scored in one or more.
